JMJD2C inh: inhibitors of human GASC-1 (JMJD2C) demethylase; inhibition, % at 2.35 µM; GST-JMJD2C(1-420) H3K9me3 demethylation, DELFIA europium; hit rate 0.069% among 330,000; AID 2099;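 active means more than half of a compound's replicate wells show inhibition beyond 50%, single wells judged on their own value; inconclusive means some, but no more than half, of replicates pass 50% inhibition; inactive means no replicate passes 50% inhibition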;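 further: signal counts dimethyl H3K9 product captured on neutravidin plate; 0% = median of DMSO wells and 100% = 0.3 times that DMSO median; strong numbers were not always called active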
Target sequence (Q9H3R0 1-420 limits assumed): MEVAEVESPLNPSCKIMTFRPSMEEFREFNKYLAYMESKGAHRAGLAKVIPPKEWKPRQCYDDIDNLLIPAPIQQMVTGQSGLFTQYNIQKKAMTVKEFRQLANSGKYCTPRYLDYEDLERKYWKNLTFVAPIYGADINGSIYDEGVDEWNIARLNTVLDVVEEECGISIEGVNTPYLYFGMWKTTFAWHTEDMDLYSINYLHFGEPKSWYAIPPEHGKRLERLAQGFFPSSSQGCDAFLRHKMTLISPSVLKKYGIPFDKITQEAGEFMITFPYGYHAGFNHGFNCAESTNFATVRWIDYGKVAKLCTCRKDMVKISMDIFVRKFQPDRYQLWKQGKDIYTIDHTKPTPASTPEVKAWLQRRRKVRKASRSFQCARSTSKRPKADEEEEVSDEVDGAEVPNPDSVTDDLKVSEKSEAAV
MEP2 TOR yeast: modulators of TOR pathway MEP2-GFP in S. cerevisiae. S. cerevisiae MEP2-GFP strain, flow cytometry GFP, 3 h; 100% = DMSO control level. GFP response vs DMSO, % at 10 µM. hit rate 0.51% among 330,000. AID 2016;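 active means GFP response versus DMSO above a set limit, roughly screen mean plus 3 SD, cut at about 180% in these data; inconclusive means fewer than 70 cells counted for a yeast strain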;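 further: median GFP fluorescence of the barcode-gated MEP2-GFP cells per well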
RPL19A-GFP yeast: modulators of TOR pathway RPL19A-GFP in S. cerevisiae | S. cerevisiae RPL19A-GFP strain, flow cytometry, 3 h; active compounds read low | percent response vs DMSO, % at 10 µM | hit rate 0.3% among 330,000;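 active means percent response vs DMSO below 50%; inconclusive means fewer than 70 events counted for the yeast strain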;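 further: median channel GFP fluorescence of the barcoded RPL19A-GFP strain; ratio of sample median GFP to plate DMSO average so 100% = DMSO; lower means less RPL19A-GFP as with rapamycin TOR inhibition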
VLA-4 inh: inhibition in a human VLA-4 binding assay | hit rate 0.2% among 330,000 | VLA-4 expressing cells, ligand binding flow cytometry | inhibition, % (about 7 µM as worked out from the volumes in the protocol); in the data active means inhibition above about 50%
AGP1-GFP MLPCN: modulators of TOR pathway AGP1-GFP in S. cerevisiae | S. cerevisiae AGP1-GFP multiplex flow cytometry, 3 h; GFP as percent of DMSO wells | GFP response vs DMSO, % at 10 µM | hit rate 0.02% among 320,000;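 active means GFP response relative to DMSO above a set limit, near screen average plus 3 SD, cut at about 150% in these data; inconclusive means fewer than 70 cells counted for the yeast strain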;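 further: median GFP channel fluorescence of the gated AGP1 strain per well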
CIT2-GFP yeast: alters CIT2-GFP fluorescence in TOR pathway yeast screen. GFP response vs DMSO, % at 10 µM. S. cerevisiae CIT2-GFP strain, flow cytometry, 3 h; 100 means same as DMSO wells. AID 2029. hit rate 0.065% among 320,000;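 active means GFP response relative to DMSO above a set limit, near the screen mean plus 3 SD, cut at about 150% in these data; inconclusive means Fewer than 70 cells measured for a yeast strain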;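 further: ratio of well median GFP fluorescence to mean of DMSO wells on the plate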
LAP4 TOR yeast: alters LAP4-GFP fluorescence in TOR pathway yeast screen; S. cerevisiae LAP4-GFP multiplex, flow cytometry GFP, 3 h; median GFP as percent of DMSO wells; GFP response vs DMSO, % at 10 µM; hit rate 0.34% among 320,000; AID 2023;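 active means GFP response vs DMSO above a set limit, about the screen mean plus 3 SD, cut at about 150% in these data; inconclusive means under 70 cell events counted for the yeast strain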
GRK2 inh: human GRK2 inhibition via aptamer displacement; hit rate 0.59% among 330,000; P25098; inhibition of aptamer binding, % at 10 µM; bead flow cytometry, FAM-aptamer displacement from GRK2;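 active means inhibition of aptamer binding above 40%, roughly 3 SD of noise, on plates passing a quality check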;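 further: median bead fluorescence of bound FAM aptamer so fluorescent compounds give negative values; no value below 0 was filed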
Target sequence (P25098 whole entry, looked up): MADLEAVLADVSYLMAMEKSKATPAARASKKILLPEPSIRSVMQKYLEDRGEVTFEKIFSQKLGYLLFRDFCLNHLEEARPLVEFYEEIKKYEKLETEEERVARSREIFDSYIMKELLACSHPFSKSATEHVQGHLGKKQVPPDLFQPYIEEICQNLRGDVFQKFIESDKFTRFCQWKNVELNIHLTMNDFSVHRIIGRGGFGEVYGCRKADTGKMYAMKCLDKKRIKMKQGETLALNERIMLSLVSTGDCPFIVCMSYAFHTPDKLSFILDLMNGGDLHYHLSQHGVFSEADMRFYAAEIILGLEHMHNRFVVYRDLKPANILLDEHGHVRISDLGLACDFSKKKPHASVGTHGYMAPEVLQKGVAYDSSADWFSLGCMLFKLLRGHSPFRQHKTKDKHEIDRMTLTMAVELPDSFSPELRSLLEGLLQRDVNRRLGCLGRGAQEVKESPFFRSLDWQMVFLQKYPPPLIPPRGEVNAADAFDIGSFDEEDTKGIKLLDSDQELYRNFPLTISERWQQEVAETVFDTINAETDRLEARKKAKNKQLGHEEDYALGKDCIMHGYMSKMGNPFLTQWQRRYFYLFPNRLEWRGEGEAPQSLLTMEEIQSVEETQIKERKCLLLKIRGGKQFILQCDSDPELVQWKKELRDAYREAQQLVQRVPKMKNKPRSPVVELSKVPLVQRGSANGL
The depositor's hits bear a star; i = inactive; ? = inconclusive; / = not tested or not shown; [ ] = dose if it differs, or a comment.

SMILES | JMJD2C inh | MEP2 TOR yeast | RPL19A-GFP yeast | VLA-4 inh | AGP1-GFP MLPCN | CIT2-GFP yeast | LAP4 TOR yeast | GRK2 inh
CCOc1ccc(NC(=O)CN(c2cc(C)cc(C)c2)S(=O)(=O)c2c(C)noc2C)cc1 | 12 | 103 | 101 | 53* | 104 | 108 | 98 | 2
COc1ccc(S(=O)(=O)N2CCOCC2)cc1NC(=O)CNC(=O)c1cccs1 | 10 | 110 | 106 | 37 | 109 | 109 | 109 | 2
COc1ccc(OC)c(C(C)NC(=O)C23CC4CC(CC(C4)C2)C3)c1 (stereo unspecified) | 10 | 90 | 96 | -4 | 92 | 94 | 85 | 1
C=CCNCCCCOc1ccc(Br)cc1C | 3 | 102 | 101 | 11 | 97 | 94 | 99 | 0
O=C(O)c1ccc(/C=N/NC(=O)c2ccc(F)cc2)cc1 | -1 | 98 | 95 | 9 | 97 | 94 | 100 | 0
Cc1cc(NC(=O)COC(=O)c2oc3c(ccc4ccccc43)c2C)no1 | -14 | 98 | 98 | 16 | 91 | 96 | 81 | 3
CCOC(=O)c1cc2c(C)n(-c3ccc(C)cc3)c(C)c2ccc1=O | 1 | 92 | 92 | -7 | 89 | 85 | 96 | 0
CCn1c(C)[n+](Cc2ccccc2)c2ccc(C(=O)OC)cc21 | 7 | 101 | 109 | 0 | 116 | 109 | 110 | 0
CCCC(=O)Nc1ccc2oc(=O)ccc2c1 | 6 | 92 | 100 | -13 | 98 | 101 | 97 | 2
COC(=O)c1ccc(C)c(NC(=O)CCSc2ccc(C)cc2)c1 | 2 | 102 | 100 | -12 | 99 | 95 | 103 | 0
CNC(=O)CN1C(=O)CSc2nc(C)cc(C)c21 | -6 | 101 | 99 | -6 | 100 | 105 | 97 | 0
CC(C)(C)N1NC2(CCCCC2)NC1=S | 1 | 99 | 98 | 4 | 108 | 102 | 110 | 2
CC(Oc1cccc(Cl)c1)C(=O)N(C)CC(=O)Nc1ccc(N2CCOCC2)cc1 (stereo unspecified) | -4 | 101 | 99 | 6 | 107 | 92 | 104 | 0
COc1cc2cc(C(=O)N/N=C/c3cccc(OC)c3OC)[nH]c2cc1OC | 1 | 106 | 108 | -2 | 103 | 105 | 92 | 3
Cc1nn(-c2ccccc2)c(Cl)c1/C=N/Nc1ccc(S(=O)(=O)Nc2ccccc2C(=O)O)cc1[N+](=O)[O-] | -4 | 102 | 103 | 12 | / | 97 | 102 | 4

Eleven successive entries from above, quoted:
SMILES | JMJD2C inh | MEP2 TOR yeast | RPL19A-GFP yeast | VLA-4 inh | AGP1-GFP MLPCN | CIT2-GFP yeast | LAP4 TOR yeast | GRK2 inh
O=C(O)c1ccc(/C=N/NC(=O)c2ccc(F)cc2)cc1 | -1 | 98 | 95 | 9 | 97 | 94 | 100 | 0
Cc1cc(NC(=O)COC(=O)c2oc3c(ccc4ccccc43)c2C)no1 | -14 | 98 | 98 | 16 | 91 | 96 | 81 | 3
CCOC(=O)c1cc2c(C)n(-c3ccc(C)cc3)c(C)c2ccc1=O | 1 | 92 | 92 | -7 | 89 | 85 | 96 | 0
CCn1c(C)[n+](Cc2ccccc2)c2ccc(C(=O)OC)cc21 | 7 | 101 | 109 | 0 | 116 | 109 | 110 | 0
CCCC(=O)Nc1ccc2oc(=O)ccc2c1 | 6 | 92 | 100 | -13 | 98 | 101 | 97 | 2
COC(=O)c1ccc(C)c(NC(=O)CCSc2ccc(C)cc2)c1 | 2 | 102 | 100 | -12 | 99 | 95 | 103 | 0
CNC(=O)CN1C(=O)CSc2nc(C)cc(C)c21 | -6 | 101 | 99 | -6 | 100 | 105 | 97 | 0
CC(C)(C)N1NC2(CCCCC2)NC1=S | 1 | 99 | 98 | 4 | 108 | 102 | 110 | 2
CC(Oc1cccc(Cl)c1)C(=O)N(C)CC(=O)Nc1ccc(N2CCOCC2)cc1 (stereo unspecified) | -4 | 101 | 99 | 6 | 107 | 92 | 104 | 0
COc1cc2cc(C(=O)N/N=C/c3cccc(OC)c3OC)[nH]c2cc1OC | 1 | 106 | 108 | -2 | 103 | 105 | 92 | 3
Cc1nn(-c2ccccc2)c(Cl)c1/C=N/Nc1ccc(S(=O)(=O)Nc2ccccc2C(=O)O)cc1[N+](=O)[O-] | -4 | 102 | 103 | 12 | / | 97 | 102 | 4

(more compounds)
SMILES | JMJD2C inh | MEP2 TOR yeast | RPL19A-GFP yeast | VLA-4 inh | AGP1-GFP MLPCN | CIT2-GFP yeast | LAP4 TOR yeast | GRK2 inh
O=C(NN1C(=O)/C(=C/C=C/c2ccccc2)SC1=S)c1ccncc1 | -4 | 101 | 97 | 0 | 109 | 98 | 124 | 3
COc1ccccc1CNC(=O)Cn1cccc1 | -1 | 105 | 100 | 0 | 104 | 105 | 103 | 7
COc1cccc(CNC(=O)c2ccc3nc[nH]c3c2)c1 | 13 | 103 | 102 | 16 | 104 | 96 | 102 | 0
Cc1csc(NC(=S)NC(=O)c2ccccc2)n1 | 1 | 104 | 102 | 1 | 96 | 92 | 113 | 0
CC(=C/c1ccc(C(C)C)cc1)/C=N/NC(=O)c1ccncc1 | -1 | 110 | 102 | 22 | 98 | 94 | 104 | 7
CN(C)CCCN(Cc1ccccc1)C(=S)Nc1ccc(OC(F)F)cc1 | 6 | 99 | 100 | 11 | 95 | 94 | 91 | 0
CCNC(=O)/C(C#N)=C/c1c(N2CCN(C)CC2)nc2c(C)cccn2c1=O | -8 | 101 | 102 | 11 | 103 | 108 | 97 | 2
O=C1OC(N2CCN(Cc3ccccc3)CC2)c2ccccc21 (stereo unspecified) | -6 | 107 | 105 | 7 | 110 | 115 | 102 | 0
CC(=O)c1cc2c(cc1NS(=O)(=O)c1ccc(C)cc1)OCO2 | -3 | 97 | 98 | 7 | 106 | 90 | 102 | 0
Cc1c(NC(=O)Nc2ccc(Cl)cc2)c(=O)n(-c2ccccc2)n1C | ? | 108 | 101 | i | 101 | 104 | 106 | 0
CC(C(=O)N1c2ccccc2CCc2ccccc21)n1nnc(-c2ccc(N(C)C)cc2)n1 (stereo unspecified) | 9 | 100 | 97 | 15 | 102 | 84 | 102 | 0
CCOC(=O)CC(=O)c1[nH]c(C)c(C(=O)OCC)c1C | -7 | 107 | 110 | 14 | 109 | 104 | 105 | 0
Cc1ccc(NC2SC(=O)N(CC(=O)O)C2=O)cc1 (stereo unspecified) | -3 | 114 | 110 | 7 | 118 | 115 | 112 | 0
COc1ccc(CCNC(=O)C(=O)NCc2ccccn2)cc1 | -5 | 100 | 102 | -16 | 109 | 100 | 108 | 1
Cc1ccc(C)c(NC(=S)NCC(c2ccccc2)N(C)C)c1 (stereo unspecified) | -18 | 95 | 96 | 3 | 97 | 104 | 99 | 0
NC(=O)CCN(C1CCCCC1)S(=O)(=O)c1cccc2nsnc12 | 0 | 111 | 109 | 19 | 108 | 107 | 113 | 5
O=C(c1cc([N+](=O)[O-])ccc1Cl)N1CCN(c2ccc(F)cc2)CC1 | 1 | 109 | 103 | 4 | 96 | 105 | 90 | 1
COc1ccccc1CNC(=O)C1CCN(c2nc3ccccc3o2)CC1 | 125 | 108 | 99 | 4 | 99 | 102 | 110 | 0
Cc1cc(Br)ccc1SCC(=O)Nc1cccnc1 | 24 | 69 | 93 | 0 | 90 | 91 | 106 | 3
O=C(c1cc(Cl)cc(Cl)c1)N1CCC(=O)N(C(COCc2ccccc2)Cc2ccccc2)CC1 (stereo unspecified) | -1 | 99 | 100 | 17 | 96 | 120 | 145 | 4
COc1ccccc1NC(=S)NNC(=O)c1nn(C)c(C)c1Cl | -16 | 102 | 107 | 3 | 106 | 107 | 102 | 0
CCCNC(=O)c1ccc2c(c1)ncn2-c1cc(C)cc(C)c1 | 27 | 95 | 94 | 12 | 97 | 89 | 103 | 4
O=C1C=C(Nc2cccc(O)c2)CC(c2ccco2)C1 (stereo unspecified) | -38 | ? | ? | -3 | 91[may fluoresce red] | 98[may fluoresce red] | ? | 2
COc1ccc(N/N=C(\C#N)C(=O)NCCc2ccc(OC)c(OC)c2)cc1 | 1 | 96 | 103 | 8 | 99 | 95 | 104 | 0
CC(=O)c1ccc(OCc2cc(C(=O)NCCN3CCCC(O)C3)no2)cc1 (stereo unspecified) | ? | 100 | 98 | 8 | 92 | 94 | 86 | 0
CCOc1cc(/C=N/NC(=O)c2ccccc2-n2cccc2)ccc1O | 1 | 97 | 98 | -8 | 99 | 108 | 84 | 0
C=CCOCC(O)Cn1c(N2CCCC2)nc2c1c(=O)n(C)c(=O)n2C (stereo unspecified) | -18 | 106 | 100 | 12 | 102 | 105 | 98 | 2
COc1ccc(N=C2S/C(=C\c3cc(C)n(C)c3C)C(=O)N2C)cc1 | -5 | 105 | 99 | 12 | 98 | 107 | 97 | 0
O=c1[nH]c(C2CCN(S(=O)(=O)Cc3ccccc3)CC2)nc2c1nnn2Cc1ccccc1 | -4 | 100 | 107 | -8 | 97 | 103 | 90 | 1
CC1CC(C)CN(S(=O)(=O)c2ccccc2[N+](=O)[O-])C1 (stereo unspecified) | 4 | 99 | 100 | 12 | 95 | 100 | 96 | 3

The last 2 entries of the part above come first, to join the parts.
SMILES | JMJD2C inh | MEP2 TOR yeast | RPL19A-GFP yeast | VLA-4 inh | AGP1-GFP MLPCN | CIT2-GFP yeast | LAP4 TOR yeast | GRK2 inh
O=c1[nH]c(C2CCN(S(=O)(=O)Cc3ccccc3)CC2)nc2c1nnn2Cc1ccccc1 | -4 | 100 | 107 | -8 | 97 | 103 | 90 | 1
CC1CC(C)CN(S(=O)(=O)c2ccccc2[N+](=O)[O-])C1 (stereo unspecified) | 4 | 99 | 100 | 12 | 95 | 100 | 96 | 3
Cc1ccc(SCC(=O)N2CCN(c3ccccn3)CC2)cc1 | 8 | 97 | 111 | -1 | 92 | 101 | 92 | 0
COc1ccccc1NC(=O)C(C)OC(=O)CCCOc1ccccc1 (stereo unspecified) | -10 | 104 | 101 | -8 | 101 | 88 | 120 | 20
COCC1CCN(Cc2nc(-c3ccc(OC)cc3)no2)CC1 | 3 | 102 | 98 | -2 | 106 | 102 | 102 | 0
CCCc1nnc(NC(=O)C(C)N2C(=O)C3C4C=CC(C4)C3C2=O)s1 (stereo unspecified) | 15 | 101 | 99 | 5 | 92 | / | 87 | 0
NC(Cc1ccc2nonc2c1)C(=O)O (stereo unspecified) | -10 | 107 | 93 | 6 | 102 | 99 | 98 | 0
Cc1ccc(-n2c(-c3ccc(Cl)cc3)n[nH]c2=S)c(C)c1 | 25 | 102 | 102 | 8 | 98 | 98 | 92 | 0
O=C1C2C3C=CC(CC3)C2C(=O)N1c1ccccc1 (stereo unspecified) | -8 | 100 | 107 | 16 | 107 | 101 | 97 | 1
O=C(Cc1ncc(C(F)(F)F)cc1Cl)NCCc1ccccn1 | -2 | 101 | 98 | 2 | 113 | 121 | 105 | 0
COCCn1c(SCC(=O)Nc2nc3ccccc3s2)nnc1-c1ccoc1C | -8 | 101 | 105 | -1 | / | 108 | 103 | 0
CCN(CC)C(=O)C1c2ccccc2Oc2ccccc21 | 31 | 113 | 108 | -6 | 109 | 117 | 98 | 0
CC(OC(=O)Cc1ccc(Br)cc1)C(=O)NC1CCCCC1C (stereo unspecified) | 25 | 98 | 97 | -8 | 96 | 89 | 92 | 3
COc1cc(NC(=O)CN(C)S(=O)(=O)c2ccc3nc(C)sc3c2)cc(OC)c1 | -13 | 109 | 100 | 6 | 103 | 111 | 116 | 1
CCOc1ccc(-n2c(SCC(=O)Nc3ccc(Br)cc3)nc3n[nH]c(C)c3c2=N)cc1 | 8 | 105 | 101 | -1 | 100 | 103 | 88 | 0
COc1ccc(/C(C)=N/Nc2nc(C)c(C(C)=O)s2)cc1 | -3 | 108 | 103 | 2 | 92 | 101 | 88 | 0
